TRAIL sens C8: caspase-8 TRAIL sensitization. NB7+C8 cells + TRAIL, ATPlite viability luminescence. inhibition (viability loss, TRAIL sensitization), % at 10 µM. 360,000 compounds, 1% hits;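 active = compounds causing at least 50% loss of cell viability in the single-dose screen, relative to plate controls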
LMP1 NFkB inh: reduces LMP1-driven NF-kappaB luciferase signal; LMP1-induced NF-kappaB luciferase reporter cells, luminescence; inhibition, % at 12.5 µM; 350,000 compounds, 0.69% hits; AID 504558; in the data active = inhibition above about 41%;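 also: 0% = neutral control wells and 100% = reference inhibitor control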
COUP-TFII inh: inhibitors of human COUP-TFII (NR2F2); P24468; HEK293T NGFI-A luciferase reporter, luminescence; inhibition, % at 8.6 µM; 370,000 compounds, 0.7% hits; AID 686940;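 active = inhibition above a per-plate cutoff, mean inhibition of test wells between control levels plus 3 SD, cut at about 38% in these data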;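 also: cells cotransfected with COUP-TFII expression vector driving the NGFI-A reporter; 0% = median of COUP-TF2 test wells and 100% = reporter-only cells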
TWEAK-Fn14 inh: blocks TWEAK-Fn14 interaction in a reporter cell assay; TWEAK-stimulated Fn14 reporter cells, luciferase luminescence, 8 h; inhibition, % at 10 µM; 360,000 compounds, 2% hits; in the data active = inhibition above about 50%
CF NFkB block: cystic fibrosis NF-kB activation inhibition; KKLEB NF-kB-GFP reporter, PAF-induced, GFP fluorescence overnight; inhibition, % at 5 µM; 360,000 compounds, 0.86% hits;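 active = at least 50% inhibition at 5 µM, scaled per plate between neutral and stimulator controls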;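 also: PAF is a Pseudomonas aeruginosa culture filtrate used as stimulus; plate controls were PAF-stimulated DMSO wells for no effect and unstimulated DMSO wells for full effect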
NCOA2 inhibitor: inhibits human steroid receptor coactivator 2. inhibition, % at 9 µM. 370,000 compounds, 0.17% hits. HEK293 GAL4-SRC2 luciferase reporter, luminescence. AID 651957;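 active = inhibition above the mean inhibition of all tested compounds plus 3 SD, set per campaign, cut at about 52% in these data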;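 also: 0% = DMSO treated cells and 100% = cells given Gossypol at 36 µM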
TROY signal inh: inhibitors of TROY-dependent NF-kB signaling; inhibition, % at 10 µM; AID 1347056; 360,000 compounds, 0.98% hits; Q293 LMP1-TROYcd NF-kB luciferase reporter, 4 h;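 active = compounds whose plate-normalised and pattern-corrected inhibition of the luciferase reporter signal at the single screening dose is 50% or more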
SRC1 inh: inhibits human SRC1 coactivator; HEK293 GAL4-SRC1 luciferase reporter, luminescence; Q15788; 360,000 compounds, 0.12% hits; inhibition, % at 3.6 µM; AID 588354;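 active = inhibition above the campaign mean plus 3 SD, with each screening campaign given its own cutoff, cut at about 60% in these data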;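 also: 0% = DMSO treated cells and 100% = gossypol at 36 µM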
SRC3 inh: human NCOA3 inhibition | AID 588352 | inhibition, % at 3.6 µM | 360,000 compounds, 0.17% hits | HEK293 GAL4-SRC3 luciferase reporter, luminescence | Q9Y6Q9;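 active = inhibition above a per-campaign cutoff, the mean of all compounds plus 3 SD, cut at about 60% in these data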;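 also: 0% = DMSO-treated cells and 100% = gossypol-treated cells at 36 µM; higher means less SRC3-driven luciferase light from the GAL4 reporter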
Target sequence (Q9Y6Q9 whole entry, looked up, the tested form may be a part): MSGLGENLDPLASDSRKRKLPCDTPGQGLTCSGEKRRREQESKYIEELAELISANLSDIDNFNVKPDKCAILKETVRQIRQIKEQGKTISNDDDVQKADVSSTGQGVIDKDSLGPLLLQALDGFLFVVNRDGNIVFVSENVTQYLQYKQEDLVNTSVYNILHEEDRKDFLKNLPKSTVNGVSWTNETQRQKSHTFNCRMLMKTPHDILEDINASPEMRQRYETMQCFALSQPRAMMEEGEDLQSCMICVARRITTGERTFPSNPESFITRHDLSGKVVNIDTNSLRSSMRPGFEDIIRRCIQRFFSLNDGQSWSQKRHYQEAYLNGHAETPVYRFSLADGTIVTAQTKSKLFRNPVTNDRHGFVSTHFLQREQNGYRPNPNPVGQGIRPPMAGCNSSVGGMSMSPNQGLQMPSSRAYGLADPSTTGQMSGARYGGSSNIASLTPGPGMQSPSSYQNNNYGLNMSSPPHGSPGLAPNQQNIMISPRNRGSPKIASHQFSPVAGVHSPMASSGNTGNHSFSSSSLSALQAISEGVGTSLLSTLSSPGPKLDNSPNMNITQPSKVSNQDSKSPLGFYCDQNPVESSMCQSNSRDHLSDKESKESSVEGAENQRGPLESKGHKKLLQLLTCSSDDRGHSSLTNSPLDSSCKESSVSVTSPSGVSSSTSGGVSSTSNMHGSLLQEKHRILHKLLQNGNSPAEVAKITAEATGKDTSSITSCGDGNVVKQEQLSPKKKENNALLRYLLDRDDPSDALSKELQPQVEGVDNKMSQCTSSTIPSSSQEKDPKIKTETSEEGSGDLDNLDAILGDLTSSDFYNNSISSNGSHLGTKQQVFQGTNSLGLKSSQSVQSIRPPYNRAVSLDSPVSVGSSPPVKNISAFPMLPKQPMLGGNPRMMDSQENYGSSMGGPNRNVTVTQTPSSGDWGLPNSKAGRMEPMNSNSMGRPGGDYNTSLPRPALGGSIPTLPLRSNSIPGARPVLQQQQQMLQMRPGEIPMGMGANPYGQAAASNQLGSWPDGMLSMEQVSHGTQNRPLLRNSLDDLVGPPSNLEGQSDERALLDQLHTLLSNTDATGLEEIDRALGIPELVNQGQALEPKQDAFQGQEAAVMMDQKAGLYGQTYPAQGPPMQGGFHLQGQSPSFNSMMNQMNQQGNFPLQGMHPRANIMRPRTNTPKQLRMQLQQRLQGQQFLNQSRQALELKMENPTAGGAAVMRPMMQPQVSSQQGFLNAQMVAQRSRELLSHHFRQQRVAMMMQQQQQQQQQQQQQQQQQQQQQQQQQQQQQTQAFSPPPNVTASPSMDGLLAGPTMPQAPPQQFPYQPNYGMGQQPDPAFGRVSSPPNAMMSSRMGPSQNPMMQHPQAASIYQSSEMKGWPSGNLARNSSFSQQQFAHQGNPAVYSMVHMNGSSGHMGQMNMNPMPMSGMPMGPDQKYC
KKLEB tox: reduces viability of KKLEB cystic fibrosis airway cells | activity change (cytotoxicity), % at 5 µM | KKLEB CF airway cells viability, ATPlite luminescence, overnight; hits give low values; cells stimulated with P. aeruginosa culture filtrate | AID 602141 | 360,000 compounds, 0.36% hits;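 active = corrected activity change at or below -50% at 5 µM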
NR5A2 inv ag: inverse agonists of human LRH-1 (NR5A2); O00482; 360,000 compounds, 0.13% hits; inhibition, % at 3.6 µM; HEK293T StAR-luciferase reporter, LRH-1 transfected, 24 h;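 active = inhibition above the mean inhibition of all tested compounds plus 3 SD, cut at about 73% in these data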;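 also: 0% = DMSO wells and 100% = reporter-only cells lacking LRH-1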
* marks the source's active call; other numbers are inactive results; x = no result given; & = joins results of further samples. An unsorted share of the library; about 4.2% have a hit in one of these screens.

SMILES | TRAIL sens C8 | LMP1 NFkB inh | COUP-TFII inh | TWEAK-Fn14 inh | CF NFkB block | NCOA2 inhibitor | TROY signal inh | SRC1 inh | SRC3 inh | KKLEB tox | NR5A2 inv ag
CC1CCN(S(=O)(=O)c2ccc(NC(=O)Cc3cccs3)cc2)CC1 | 3 | 1 | -13 | 5 | -4 | 7 | -22 | -20 | -9 | 0 | 17
O=C(O[C@H]1[C@H](Cc2ccccc2)NS(=O)(=O)[C@H]2C[C@@H]3C=C[C@]12O3)c1ccc([N+](=O)[O-])cc1 | -7 | 1 | 16 | -1 | 13 | 8 | 5 | 3 | -2 | -10 | -23
COc1ccc(COCC(O)CN2CCC(C(N)=O)CC2)cc1OC (stereo not drawn) | -4 | 3 | 13 | 21 | 8 | -27 | 5 | 8 | 17 | 1 | 18
Cc1cc(C)cc(NC(=S)N2CC(C)OC(C)C2)c1 (stereo not drawn) | 3 | -1 | -5 | 0 | -7 | 5 | 4 | -6 | 21 | -1 | 2
Cc1ccccc1S(=O)(=O)Nc1ncnc2ccccc12 | 1 | -11 | -10 | 0 | 6 | -2 | -5 | 15 | 5 | -4 | -6
COc1ccc(C(C(=O)NC(C)(C)C)N(C[C@H]2CC[C@@H]([C@@H]3CC[C@H](CO)O3)O2)C(=O)c2ccccc2)cc1 (stereo partly drawn) | 3 | 3 | 10 | -4 | 8 | -1 | -4 | -11 | 16 | -3 | -19
C[C@H](O)C(=O)C1=Nc2c(nc(N)[nH]c2=O)NC1 | -12 | -6 | 0 | 9 | 12 | -5 | 0 | 12 | 8 | -95* | 18
COC(C/C=C/[C@@H](O)[C@@H](C)OCc1ccccc1)OC | 12 | 4 | -15 | 7 | 1 | -21 | 5 | -38 | -2 | -8 | -7
O=C(Nc1nccs1)c1ccc(N2C(=O)C3CCCCC3C2=O)cc1 (stereo not drawn) | -2 | -1 | -25 | -13 | -7 | -14 | -42 | -5 | 8 | 1 | -22
Cc1cc2oc(=O)c3c(c2cc1OC(=O)c1ccco1)CCCC3 | 29 | 1 | 7 | 8 | -5 | -1 | 4 | -3 | 9 | -3 | 5
CC(CCN1C(N(C)C)=NC[C@@H]1C)c1ccccc1 (stereo partly drawn) | 6 | -5 | 1 | -2 | -1 | 2 | 0 | -6 | -17 | 10 | 5
O=C(NCc1ccccc1)Nc1cccn(Cc2ccccc2F)c1=O | 10 | -12 | 5 | -5 | -3 | -29 | -29 | -15 | 2 | 2 | -17
O=C(Cc1ccc2c(c1)OCCO2)Nc1cc(C(F)(F)F)ccc1N1CCOCC1 | 15 | -6 | 3 | -5 | 8 | -33 | 17 | -9 | -11 | 0 | 4
CCC(=O)c1ccc(-c2ccccc2)cc1 | -14 | -19 | -13 | -41 | 2 | -33 | -37 | -18 | -36 | -5 | -11
Cc1cccc(C)c1OCC(=O)Nc1cccc(-c2nnc(-c3ccccc3)o2)c1 | 5 | -3 | 7 | 25 | -20 | -2 | -33 | -57 | -14 | 8 | -3
COc1ccc(N2C(=O)C(CC(=O)O)S/C2=N\N=C\c2cccs2)cc1 (stereo not drawn) | -5 | 3 | 13 | 14 | -11 | -16 | -2 | -2 | 5 | -1 | 2
O=C(CN(Cc1ccco1)C(=O)c1ccc(Cl)cc1)Nc1ccc(Cl)c(Cl)c1 | -4 | -1 | 12 | -8 | 12 | -2 | 3 | -20 | 19 | 0 | -8
CC(C)C[C@H](NC(=O)N1CCn2c1nc1ccccc12)C(=O)NCc1ccccc1 | -10 | 2 | 11 | -5 | 2 | 14 | 5 | 10 | 8 | -4 | -20
Clc1ccc(-c2ccc(/C=N/Nc3cc(N4CCOCC4)nc(N4CCOCC4)n3)o2)cc1 | 23 | -9 | 9 | -25 | 13 | 8 | -17 | 4 | -9 | -1 | 7
O=C(NCCCl)NNc1c(Cl)cc(Cl)cc1Cl | -3 | 8 | -19 | 51* | 5 | -77 | 72* | -4 | -14 | -5 | -4
Cn1c(CCNC(=O)c2ccccc2)nc2cc(NC(=O)c3ccco3)ccc21 | 1 | -9 | -21 | -29 | 2 | -21 | -46 | -44 | -30 | -1 | -58
CNc1ccccc1 | -3 | 0 | 3 | 10 | -2 | -14 | 0 | 6 | 3 | 4 | -7
c1ccc(Cc2nnc3n2N=C(c2ccccc2)CS3)cc1 | -11 | 2 | 1 | 3 | -9 | 10 | -27 | -32 | 11 | -7 | 14
CS(=O)(=O)N(CCc1ccccc1)CC(=O)N1CCN(Cc2ccccc2)CC1 | -3 | 18 | 14 | 14 | 13 | 17 | 3 | -4 | 1 | 0 | 0
Cc1ccc(N(CC(=O)NCc2ccc(F)cc2)C(=O)c2ccco2)cc1C | -3 | -5 | 8 | 1 | 4 | 3 | 6 | -5 | -5 | 5 | -9
O=c1ccc(-c2ccccc2)nn1Cc1ccc(F)cc1 | -31 | -4 | -4 | -23 | 14 | -19 | -66 | 14 | -25 | -5 | 8
CCOC(=O)c1c(NC(=O)CSc2nc3ccccc3s2)sc(C(C)=O)c1C | 3 | 8 | -1 | 44 | -25 | 9 | 35 | 3 | 17 | -6 | -9
CC(=O)NC(c1ccc(F)c(F)c1)c1nc(-c2cc3ccccc3o2)cs1 (stereo not drawn) | -14 | x | 9 | 0 | -19 | -30 | 2 | -1 | -1 | -6 | 6
COc1ccc2[nH]c(C(=O)O)c(NS(=O)(=O)c3ccc(OC)c(OC)c3)c2c1 | -12 | -7 | 3 | 15 | -12 | -14 | -15 | 5 | -7 | 3 | 13
COc1ccc(C2=NOC(C)(c3nnc(-c4ccncc4)o3)C2)cc1 (stereo not drawn) | 0 | 0 | 11 | -3 | -16 | -9 | 0 | -2 | -10 | 3 | -8
Cc1ccc(NC(=O)C2CCN(S(=O)(=O)c3cccc4nonc34)CC2)cc1 | 3 | 1 | -3 | -14 | -14 | -8 | -6 | -24 | 14 | -12 | -18
NS(=O)(=O)c1ccc(N/N=C/c2ccccn2)c([N+](=O)[O-])c1 | 0 | -9 | -30 | 2 | 25 | 14 | -28 | -13 | -5 | 3 | 9
COc1ccccc1NC(=O)CSc1nnc(C)n1Cc1ccccc1 | -23 | 0 | 5 | 5 | -1 | -39 | -12 | 8 | 12 | 6 | 8
O=C(CNc1ccc(C(F)(F)F)cc1[N+](=O)[O-])OCC(=O)c1ccccc1 | -11 | 3 | -4 | 13 | 0 | 4 | -4 | 0 | -19 | 1 | 6
O=C(CCC(=O)c1ccc(Cl)cc1)OCc1nc2ccsc2c(=O)[nH]1 | 5 | 1 | 7 | -22 | 24 | -7 | 12 | -14 | -27 | 10 | -14
CCCC1(C)SC(NC(C)=O)=NN1C(C)=O (stereo not drawn) | -12 | 0 | 1 | -5 | 13 | -27 | 4 | 11 | 21 | -2 | 12
O=C(Nc1ccc(F)cc1F)c1ccccc1-c1ccccc1 | 20 | 6 | 0 | 6 | -2 | -4 | -6 | 18 | -15 | -3 | 1
Cc1ccc(C(=O)NCCSc2ccc(Cl)cc2)cc1[N+](=O)[O-] | 1 | -10 | -9 | -22 | -15 | -7 | 17 | 3 | -18 | 2 | 6
Cc1cccc(N2CCN(C(=O)c3ccc4c(c3)OCCO4)CC2)c1C | 2 | 4 | 3 | 23 | -3 | 15 | -34 | 9 | 16 | -11 | -10
Cc1cccc(N(O)C(=O)Nc2cccc(Cl)c2)c1 | -5 | -13 | -4 | -20 | 12 | -2 | -25 | -30 | -45 | -8 | -3
O=C(O)c1cc(S(=O)(=O)Nc2ccc3cn[nH]c3c2)ccc1Cl | -16 | 0 | -13 | 19 | -4 | 1 | 6 | -2 | -8 | 8 | 16
CCCOc1c(Br)cc(C(=O)NCC)cc1OC | -4 | -6 | 2 | 5 | -2 | -24 | 0 | -16 | 10 | 4 | -11
CN1C(=O)c2ccccc2Sc2ccc(NC(=O)N3CCCC3)cc21 | -8 | 0 | -8 | -6 | -6 | 1 | 15 | 0 | 21 | 5 | 15
S=C(NCCCn1ccnc1)Nc1ccc(Cl)cc1Cl | 3 | -10 | 10 | -1 | 5 | -5 | -20 | 9 | -72 | 13 | -3
CCOC(=O)c1ccc(S(=O)(=O)N2CCN(Cc3cc4c(cc3O)OCO4)CC2)cc1 | -4 | 0 | -10 | -22 | -6 | 24 | -2 | -16 | 9 | -1 | 15
O=C1Nc2ccccc2C1=Nc1ccc(-c2nnc3n2CCCCC3)cc1 | -10&-7 | 1&6 | -20&3 | 15&21 | 12&-9 | -30&-11 | -14&-16 | 3&3 | 4&15 | 0&7 | 5&12
C=CCn1c(SCC(=O)c2[nH]c(C)c(C(=O)OCC)c2C)nc2scc(-c3ccc(OC)cc3)c2c1=O | 33 | -33 | -6 | -140 | 32 | -1 | 3 | -1 | 7 | -37 | 5
Cc1cc(C)c(S(=O)(=O)N2CCC(C(=O)NCc3ccco3)CC2)c(C)c1 | -2 | -6 | 13 | 17 | -8 | 14 | 8 | -54 | 18 | 2 | -22
Cc1ccc(Cl)cc1N1CCN(C(c2cccnc2)c2nnnn2C2CCCCC2)CC1 (stereo not drawn) | 15 | 8 | -2 | 1 | 12 | -2 | 6 | -8 | 2 | -20 | 8
CC(=O)N1c2ccc(S(=O)(=O)NCCC(=O)NC3CCCC(C)C3C)cc2CC1C (stereo not drawn) | -9 | 7 | -3 | -14 | 7 | -3 | -4 | 6 | -9 | -6 | 0
O=C(Nc1ccc(Cl)cc1)Nc1ccc(N2CCOCC2)cc1 | -1 | -45 | -7 | -46 | 12 | -19 | -69 | -38 | -61 | -31 | -2
CCN(C(=O)c1c(N)cnn1C)c1ccccc1 | 3 | -8 | 8 | -2 | -2 | 4 | 15 | 1 | 5 | 13 | 2
CCOC(=O)C1CCN(C(=O)c2ccccc2NC(=O)c2ccc(Cl)cc2)CC1 | -19 | -3 | 13 | -2 | -5 | 6 | -5 | 2 | -8 | 8 | 10
CC(=O)N1CCC(N(C(=O)Nc2c(F)cccc2F)C(C)C)CC1 | 6 | 5 | 9 | -15 | -7 | 0 | 16 | -5 | 1 | -8 | -29
CCOC(=O)c1ccc(COC(=O)c2cc3ccccc3oc2=O)o1 | -14 | -8 | -27 | -57 | 4 | -32 | -39 | -11 | -24 | -3 | -14
CCCCn1c(N)c(N(CCOC)C(=O)CSc2nnc(-c3ccc(F)cc3)n2N)c(=O)[nH]c1=O | -2 | 2 | 6 | -7 | 5 | -4 | 11 | -9 | 3 | -2 | -10
CC1CC(C)CN(C(=O)C(NS(=O)(=O)c2ccc3c(c2)oc(=O)n3C)C(C)C)C1 (stereo not drawn) | -7 | 6 | 2 | -4 | -10 | -35 | 0 | 3 | 12 | 2 | 13
COCCCNC(=O)CC1C(=O)N(Cc2ccccc2)C(C)c2nc3ccccc3n21 (stereo not drawn) | -6 | -1 | 6 | -11 | 5 | -39 | -3 | -13 | -3 | 3 | 12

Compound activity deposited in PubChem BioAssay by several laboratories.
